High-throughput results (PubChem)
CDK5 p35 inh = CDK5/p35 (human) kinase inhibition. Q00535+Q15078. Recombinant CDK5/p35, ADP-Glo luminescence, 60 min. inhibition, % at 10 µM. 330,000 compounds, 0.01% hits. AID 488839;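 active means highest replicate inhibition of at least 50% and at least 75% of replicates reaching 50%; inconclusive means only one of the two criteria met; inactive means both criteria failed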;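 further: plate controls were DMSO neutral control for no effect and GW8510 at 10 µM for full effect; many of its hits are not listed in these tables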
Target sequence (Q00535 whole entry, looked up): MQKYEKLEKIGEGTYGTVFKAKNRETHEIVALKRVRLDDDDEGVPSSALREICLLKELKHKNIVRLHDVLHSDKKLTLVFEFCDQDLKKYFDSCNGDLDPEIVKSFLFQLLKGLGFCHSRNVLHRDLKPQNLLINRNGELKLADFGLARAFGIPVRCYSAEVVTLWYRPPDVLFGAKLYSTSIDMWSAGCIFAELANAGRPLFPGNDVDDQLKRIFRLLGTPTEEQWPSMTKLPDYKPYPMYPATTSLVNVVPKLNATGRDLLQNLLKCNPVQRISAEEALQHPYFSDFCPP
Target sequence (Q15078 whole entry, looked up): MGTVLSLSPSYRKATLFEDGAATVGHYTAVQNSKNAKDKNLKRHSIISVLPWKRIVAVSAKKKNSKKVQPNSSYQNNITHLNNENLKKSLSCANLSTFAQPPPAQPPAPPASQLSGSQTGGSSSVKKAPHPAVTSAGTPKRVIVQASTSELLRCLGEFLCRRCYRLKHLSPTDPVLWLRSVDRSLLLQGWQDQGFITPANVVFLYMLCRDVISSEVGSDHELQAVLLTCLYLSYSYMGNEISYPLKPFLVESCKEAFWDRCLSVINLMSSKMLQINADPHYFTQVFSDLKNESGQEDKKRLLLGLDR
dFosB act = activators of mouse delta FosB homodimer; P13346; purified delta FosB, TAMRA-CDK5 oligo fluorescence polarization; percent of positive-control signal above neutral wells; activation, % at 25 µM; 340,000 compounds, 0.99% hits;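 active means mean activation above about 17%, with every replicate also reaching it, limit read from the data, passing the limit was not always enough; inconclusive means only one of the two conditions met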;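 further: fluorescence polarization rise as delta FosB binds a TAMRA Cdk5 AP-1 oligo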
MITF TRPM1 HTS = activators of MITF-driven TRPM1 promoter activity in SK-MEL-5 cells; SK-MEL-5 TRPM1-promoter luciferase, 24 h; % of positive control, neutral wells = 0; activation, % at 12.5 µM; 300,000 compounds, 0.75% hits;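 active means mean activation of at least 80% with every replicate also reaching 80%; inconclusive means mean reaches 80% but some replicate falls short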;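 further: 0% = neutral control wells and 100% = parthenolide positive control wells; values of inactives mirror those of a sister screen read the other way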
PvdQ acylase = P. aeruginosa PvdQ acylase inhibition; AID 488965; purified PvdQ acylase, fluorescence plate reader; 340,000 compounds, 0.063% hits; inhibition, % at 10 µM; in the data active means inhibition above about 30%, passing the limit was not always enough; inconclusive means no clear call, values can overlap the other calls;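 further: 0% = vehicle neutral wells and 100% = reference inhibitor wells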
SR-BI uptake up = SR-BI HDL lipid transfer activation; 320,000 compounds, 0.096% hits; AID 504775; activation, % at 12.5 µM; CHO ldlA[mSR-BI] cells, DiI-HDL uptake fluorescence, 3 h; 100 = double the neutral-control signal;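 active means mean replicate activation of at least 60% and every replicate at or above 60%; inconclusive means mean or all-replicate condition met, but not both; inactive means mean below 60% and not all replicates reaching 60%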;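 further: 0% = median plate neutral-control signal and 100% = twice that signal; values of inactives mirror those of a sister screen read the other way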
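material = CHO ldlA[mSR-BI] cells | medium = Ham's F12 with 0.5% BSA, HEPES 25 mM, pH 7.4 | reagent = fluorescent DiI-HDL, 10 µg/mL final | compound dosing = single-point compound dose | incubation = 3 h, 37 °C | measured by = bottom-read fluorescence, 550/595 nm | measure = HDL uptake via cellular fluorescence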
Wnt act = activators of Wnt/beta-catenin signaling | activation, % at 9.35 µM | 300,000 compounds, 1.2% hits | Wnt/beta-catenin reporter cell assay, activator, plate reader | AID 743398; in the data active means activation above about 30%, passing the limit was not always enough; inconclusive means no clear call, values can overlap the other calls;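 further: 0% = neutral control wells and 100% = positive control wells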
Rtt109 Vps75 = blocks Candida albicans Rtt109/Vps75 acetyltransferase activity; Q5AAJ8; purified Rtt109/Vps75, ThioGlo CoA-SH fluorescence, 4 h; inhibition, % at 34.9 µM; 330,000 compounds, 0.16% hits; AID 540336;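 active means inhibition of at least 50% in every replicate; inconclusive means best replicate reaches 50% inhibition but some replicates fall short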
Target sequence (Q5AAJ8 whole entry, looked up): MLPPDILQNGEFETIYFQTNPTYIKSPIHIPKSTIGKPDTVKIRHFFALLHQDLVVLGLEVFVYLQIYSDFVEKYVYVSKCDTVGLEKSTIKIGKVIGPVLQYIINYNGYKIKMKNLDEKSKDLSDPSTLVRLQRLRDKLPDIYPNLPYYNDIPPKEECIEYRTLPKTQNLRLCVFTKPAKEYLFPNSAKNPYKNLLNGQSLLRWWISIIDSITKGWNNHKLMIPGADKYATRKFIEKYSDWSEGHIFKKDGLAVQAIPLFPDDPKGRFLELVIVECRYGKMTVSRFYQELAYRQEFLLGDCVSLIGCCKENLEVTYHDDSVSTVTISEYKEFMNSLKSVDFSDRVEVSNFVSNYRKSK
cardiac RTF act = cardiac RTF calcium sensitization; activation, % at 7.2 µM; P19429+P45379; 340,000 compounds, 0.24% hits; IANBD-labeled TnC RTF fluorescence at EC20 calcium; 0% EC20 calcium, 100% full calcium;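 active means activation above the mean over all tested compounds plus 3 SD, cut at about 30% in these data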;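 further: rise in fluorescence read as greater calcium sensitivity of cardiac thin filaments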
SR-BI HDL uptake = blocks mouse SR-BI lipid uptake from DiI-HDL. 320,000 compounds, 0.96% hits. Q61009. inhibition, % at 12.5 µM. ldlA[mSR-BI] CHO cells, DiI-HDL uptake fluorescence, 3 h;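 active means mean replicate inhibition of at least 70% and a set share of replicates each scoring 70 or more; inconclusive means meets just one of the two criteria; inactive means fails both criteria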;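 further: 0% = median of neutral control wells and 100% = median of positive control wells; values of inactives mirror those of a sister screen read the other way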
HTR5A ag = activates human HTR5A in OPRM1-OPRD1 agonist counter-screen. AID 504692. 340,000 compounds, 0.61% hits. HTR5A agonist assay, luminescence, cell-based. activation, % at 9.3 µM; in the data active means activation mostly above about 9.5%, no sharp cut-off; inactive means mostly below about 7.6%;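 further: 0% = cells with vehicle only and 100% = reference agonist; strong numbers were not always called active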
An asterisk follows results filed as active.

For Cc1cc(Cl)ccc1N(CC(=O)N=Nc1c(O)[nH]c2ccccc12)S(C)(=O)=O the results were CDK5 p35 inh -1.0, dFosB act -15, MITF TRPM1 HTS -10, PvdQ acylase 6, SR-BI uptake up -47, Rtt109 Vps75 35, cardiac RTF act -8, SR-BI HDL uptake 47 and HTR5A ag -1.
For O=C(CN(C(=O)CNC(=O)c1ccco1)c1cccc(F)c1)NC1CCCCC1 the results were CDK5 p35 inh -0.2, dFosB act -4, MITF TRPM1 HTS 1, PvdQ acylase 1, SR-BI uptake up 20, Wnt act -6, Rtt109 Vps75 4, cardiac RTF act -5, SR-BI HDL uptake -20 and HTR5A ag -2.
O=C(CC1C(=O)NCCN1Cc1ccc(Cl)c(F)c1)NCC1CCOCC1 (configuration not stated) was read as CDK5 p35 inh 0.4, dFosB act -3, MITF TRPM1 HTS 13, PvdQ acylase -10, Wnt act 5, Rtt109 Vps75 1, cardiac RTF act 2 and HTR5A ag 8.
For Cc1cc(C(=O)NP(=O)(N2CCOCC2)N2CCOCC2)c(C)n1-c1ccc(Br)cc1 the results were CDK5 p35 inh 0.4, dFosB act -5, MITF TRPM1 HTS -9, PvdQ acylase -5, SR-BI uptake up 24, Wnt act -5, Rtt109 Vps75 -6, cardiac RTF act 5, SR-BI HDL uptake -24 and HTR5A ag -1.
NNC(=O)Nc1cccc(C(F)(F)F)c1 was read as CDK5 p35 inh 1.2, dFosB act -4, MITF TRPM1 HTS -15, PvdQ acylase 3, SR-BI uptake up 9, Wnt act -1, Rtt109 Vps75 -3, cardiac RTF act 4, SR-BI HDL uptake -9 and HTR5A ag 1.
For CC(C)CCNC(=O)CCC(=O)NNc1nc2ccccc2c2nc(-c3ccccc3)nn12 the results were CDK5 p35 inh 0.8, dFosB act 56*, MITF TRPM1 HTS -18, PvdQ acylase 19, SR-BI uptake up 12, Wnt act 5, Rtt109 Vps75 4, cardiac RTF act -4, SR-BI HDL uptake -12 and HTR5A ag -12.
O=C(NCC(=O)N(CC1CCCO1)C(C(=O)NC1CCCC1)c1cccnc1)c1ccco1 (configuration not stated) was read as CDK5 p35 inh 1.1, dFosB act -5, MITF TRPM1 HTS -3, PvdQ acylase -6, SR-BI uptake up -2, Rtt109 Vps75 1, cardiac RTF act 14, SR-BI HDL uptake 2 and HTR5A ag 5.
`O=C(O)CCCc1nc(-c2ccccc2)no1` gave CDK5 p35 inh 1.7, dFosB act -5, MITF TRPM1 HTS 5, PvdQ acylase 3, SR-BI uptake up -10, Wnt act -5, Rtt109 Vps75 5, cardiac RTF act -4, SR-BI HDL uptake 10 and HTR5A ag -6.
For COc1ccc(CCN(C)C(=O)c2cc(-c3ccc(C)cc3)nc3ccccc23)cc1OC the results were CDK5 p35 inh 1.8, dFosB act -14, MITF TRPM1 HTS 6, PvdQ acylase 4, SR-BI uptake up -43, Wnt act 0, Rtt109 Vps75 14, cardiac RTF act 1, SR-BI HDL uptake 43 and HTR5A ag 0.
Screening COc1ccccc1OCC(=O)N/N=C1\CCCCc2ccccc21 returned CDK5 p35 inh 1.7, dFosB act -4, MITF TRPM1 HTS 8, PvdQ acylase -17, SR-BI uptake up -28, Wnt act 4, Rtt109 Vps75 2, cardiac RTF act -3, SR-BI HDL uptake 28 and HTR5A ag -5.
Screening Cc1c(Cl)cccc1S(=O)(=O)Nc1ccnn1C returned CDK5 p35 inh -2.8, dFosB act 6, PvdQ acylase -4, SR-BI uptake up -4, Wnt act -1, Rtt109 Vps75 -8, cardiac RTF act -6, SR-BI HDL uptake 4 and HTR5A ag 4.
`COc1cccc(N(C(=O)c2snc(C(N)=O)c2N)C(C(=O)NCC2CCCO2)c2c[nH]c3ccccc23)c1` (configuration not stated) gave CDK5 p35 inh -2.6, dFosB act -6, MITF TRPM1 HTS -24, PvdQ acylase 9, SR-BI uptake up 13, Wnt act -1, Rtt109 Vps75 1, cardiac RTF act 3, SR-BI HDL uptake -13 and HTR5A ag 10.
Cc1ccc(-c2nc3cccnc3s2)cc1NS(C)(=O)=O was read as CDK5 p35 inh -0.2, dFosB act -5, MITF TRPM1 HTS 46, PvdQ acylase 8, SR-BI uptake up -19, Wnt act 23, Rtt109 Vps75 -2, cardiac RTF act 6, SR-BI HDL uptake 19 and HTR5A ag -1.
CC(=O)c1cc2c(cc1NC(=O)CN1CCCCCC1)OCO2 was read as CDK5 p35 inh -0.2, dFosB act 7, PvdQ acylase -8, SR-BI uptake up -12, cardiac RTF act 1, SR-BI HDL uptake 12 and HTR5A ag -1.
For O=C(CCSc1nnc2scc(-c3ccccc3)n12)Nc1nc(-c2ccccc2)ns1 the results were CDK5 p35 inh 0.3, dFosB act inconclusive, PvdQ acylase 8, SR-BI uptake up -19, Wnt act 14, Rtt109 Vps75 4, cardiac RTF act -2, SR-BI HDL uptake 19 and HTR5A ag 2.
Screening COc1ccccc1N1C(=O)C2CC(C)=C(C)CC2C1=O (configuration not stated) returned CDK5 p35 inh -0.5, dFosB act 2, MITF TRPM1 HTS 5, PvdQ acylase -6, SR-BI uptake up 29, Wnt act -2, Rtt109 Vps75 -5, cardiac RTF act -1, SR-BI HDL uptake -29 and HTR5A ag 0.
For C#CCOCCOCCOCCNc1nc(N2CCOCC2)nc(N2CCN(C(=O)[C@H](C)n3cc(CCCN=C(N)N)nn3)CC2)n1 the results were CDK5 p35 inh -1.3, dFosB act -6, MITF TRPM1 HTS -3, PvdQ acylase -12, SR-BI uptake up 15, Wnt act -1, Rtt109 Vps75 10, cardiac RTF act 4, SR-BI HDL uptake -15 and HTR5A ag -4.
For COc1ccc(C2CC(c3ccc(Cl)cc3Cl)Nc3nc(N)nn32)cc1 (configuration not stated) the results were CDK5 p35 inh 0.9, dFosB act 1, MITF TRPM1 HTS -2, PvdQ acylase -10, SR-BI uptake up -1, Wnt act -1, Rtt109 Vps75 -10, cardiac RTF act -4, SR-BI HDL uptake 1 and HTR5A ag -6.
For CCOC(=O)Nc1nc2ccccc2s1 the results were CDK5 p35 inh 1.5, dFosB act -6, PvdQ acylase 8, SR-BI uptake up 10, Rtt109 Vps75 -2, cardiac RTF act 7, SR-BI HDL uptake -10 and HTR5A ag 1.
CCCCCCCNC(=O)COc1ccc2c(c1)C(=O)CC(C)(C)O2 was read as CDK5 p35 inh 0.8, dFosB act -8, MITF TRPM1 HTS 1, PvdQ acylase 1, SR-BI uptake up 24, Wnt act 0, Rtt109 Vps75 -162, cardiac RTF act 4, SR-BI HDL uptake -24 and HTR5A ag -1.
CC(=O)c1ccc(NC(=O)c2ccc(-n3cnnn3)cc2)cc1 was read as CDK5 p35 inh 1.8, dFosB act 24*, MITF TRPM1 HTS 7, PvdQ acylase 0, SR-BI uptake up -8, Wnt act 1, Rtt109 Vps75 16, cardiac RTF act -4, SR-BI HDL uptake 8 and HTR5A ag 2.
COc1ccc(OCCSc2nnc(CCNC(=O)c3ccc(Cl)c(Cl)c3)n2C)cc1 was read as CDK5 p35 inh -2.5, dFosB act -1, MITF TRPM1 HTS -3, PvdQ acylase -6, SR-BI uptake up -32, Wnt act -4, Rtt109 Vps75 2, cardiac RTF act -4, SR-BI HDL uptake 32 and HTR5A ag 2.
Screening Cc1cccc(OCC(=O)NNC(=O)C2CCN(c3ncnc4sc(C)c(C)c34)CC2)c1 returned CDK5 p35 inh 0.2, dFosB act -11, MITF TRPM1 HTS -7, PvdQ acylase -5, SR-BI uptake up -64, Wnt act -1, Rtt109 Vps75 23, cardiac RTF act -2, SR-BI HDL uptake 64 and HTR5A ag -3.
`O=S(=O)(c1cccc2cccnc12)n1cnc2ccccc21` gave CDK5 p35 inh 0.6, dFosB act 0, MITF TRPM1 HTS -6, PvdQ acylase -3, SR-BI uptake up 17, Wnt act -2, Rtt109 Vps75 4, cardiac RTF act -2, SR-BI HDL uptake -17 and HTR5A ag -5.
Screening O=C(NCCCN1CCCC1=O)[C@H](CSCc1ccccc1)N1Cc2ccccc2C1=O returned CDK5 p35 inh -2.6, dFosB act -13, MITF TRPM1 HTS -8, PvdQ acylase -11, SR-BI uptake up 0, Wnt act 3, Rtt109 Vps75 -4, cardiac RTF act 7, SR-BI HDL uptake 0 and HTR5A ag 0.
`Cc1ccc2c(c1)N(C(=O)CCC(=O)NCCCN1CCN(C)CC1)CC(C)O2` (configuration not stated) gave CDK5 p35 inh -0.3, dFosB act -7, MITF TRPM1 HTS -1, PvdQ acylase -2, SR-BI uptake up 12, Wnt act -2, Rtt109 Vps75 -4, cardiac RTF act 4, SR-BI HDL uptake -12 and HTR5A ag 3.
CCC(C(=O)Nc1nc(C)c(C(=O)OC)s1)c1ccccc1 (configuration not stated) was read as CDK5 p35 inh 0.9, dFosB act 0, MITF TRPM1 HTS 13, PvdQ acylase -1, Wnt act -1, Rtt109 Vps75 -5, cardiac RTF act 3 and HTR5A ag -2.
`COc1ccc(N2CC(C(=O)Nc3ccncc3)CC2=O)cc1` (configuration not stated) gave CDK5 p35 inh -1.6, dFosB act -7, MITF TRPM1 HTS -3, PvdQ acylase -16, Wnt act 2, Rtt109 Vps75 3, cardiac RTF act -2 and HTR5A ag -5.
For COc1cccc(NC(=O)c2ocnc2C)c1 the results were CDK5 p35 inh -1.4, dFosB act 1, MITF TRPM1 HTS 38, PvdQ acylase -13, SR-BI uptake up 6, Wnt act 0, Rtt109 Vps75 -14, cardiac RTF act 9, SR-BI HDL uptake -6 and HTR5A ag 4.
N#C/C(C(=O)NCc1ccccc1)=C1/N=C(NC(=O)c2ccco2)c2ccccc21 was read as CDK5 p35 inh 0.6, dFosB act -1, MITF TRPM1 HTS 38, PvdQ acylase -16, SR-BI uptake up 24, Wnt act -4, Rtt109 Vps75 5, cardiac RTF act 0, SR-BI HDL uptake -24 and HTR5A ag 5.
O=C(OCc1nnc(-c2ccccc2)o1)c1ccco1 was read as CDK5 p35 inh 1.6, dFosB act 0, MITF TRPM1 HTS 8, PvdQ acylase -2, SR-BI uptake up 20, Rtt109 Vps75 -12, cardiac RTF act -4, SR-BI HDL uptake -20 and HTR5A ag -2.
`CCOC(=O)C1CCCN(S(=O)(=O)c2ccc3ccccc3c2)C1` (configuration not stated) gave CDK5 p35 inh 3.2, dFosB act -20, MITF TRPM1 HTS -7, PvdQ acylase -6, SR-BI uptake up 24, Rtt109 Vps75 -9, cardiac RTF act -1, SR-BI HDL uptake -24 and HTR5A ag 4.
`O=C(NCCc1ccccn1)c1cc(-c2ccccc2Cl)nc2ccccc12` gave CDK5 p35 inh -0.2, dFosB act -9, MITF TRPM1 HTS -10, PvdQ acylase -10, SR-BI uptake up -7, Rtt109 Vps75 0, cardiac RTF act 3, SR-BI HDL uptake 7 and HTR5A ag -6.
`O=C1Nc2ccccc2/C1=N\N1CCOCC1` gave CDK5 p35 inh -1.3, dFosB act 0, PvdQ acylase -2, SR-BI uptake up 26, Wnt act 5, Rtt109 Vps75 7, cardiac RTF act 4, SR-BI HDL uptake -26 and HTR5A ag -1.
